Source: PubChem (several laboratories)
aDG glyco up: alpha-DG glycosylation activation | Pro5-aDG cells, alpha-DG glycosylation AlphaScreen (IIH6); 0% Pro5, 100% B10-LARGE cell signal | 0.22% of 360,000 active | activation, % at 10 µM;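 active = activation of at least 8% versus controls, or a plate z-score of at least 8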;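 note: Pro5 are CHO cells carrying HIG-tagged alpha-DG that lacks glycosylation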
NOD2 RIPK2 PPI: NOD2-RIPK2 protein interaction inhibition | inhibition, % at 4.98 µM | CHO BLA complementation NOD2-RIPK2, CCF4 ratio | 0.38% of 360,000 active | O43353; in the data active = inhibition above about 21%;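 note: 0% = vehicle only and 100% = reference blocker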
TLR9-MyD88 block: TLR9-MyD88 interaction inhibition; inhibition, % at 4.98 µM; 0.21% of 340,000 active; CHO BLA complementation TLR9-MyD88, CCF4 FRET ratio; AID 504734; Q9NR96+Q99836;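 active = inhibition above the mean over all tested compounds plus 3 SD, cut at about 21% in these data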;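 note: 0% = DMSO only wells and 100% = clavulanate BLA inhibitor control wells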
Target sequence (Q99836 whole entry, looked up): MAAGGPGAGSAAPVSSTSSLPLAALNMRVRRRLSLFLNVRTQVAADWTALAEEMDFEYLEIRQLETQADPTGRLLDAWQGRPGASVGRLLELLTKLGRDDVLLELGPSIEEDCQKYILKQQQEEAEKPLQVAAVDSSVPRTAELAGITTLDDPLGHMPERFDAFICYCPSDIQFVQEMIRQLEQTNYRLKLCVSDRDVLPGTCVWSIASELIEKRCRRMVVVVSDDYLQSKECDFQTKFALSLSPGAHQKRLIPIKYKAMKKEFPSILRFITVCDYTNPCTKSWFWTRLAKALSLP
Target sequence (Q9NR96 whole entry, looked up): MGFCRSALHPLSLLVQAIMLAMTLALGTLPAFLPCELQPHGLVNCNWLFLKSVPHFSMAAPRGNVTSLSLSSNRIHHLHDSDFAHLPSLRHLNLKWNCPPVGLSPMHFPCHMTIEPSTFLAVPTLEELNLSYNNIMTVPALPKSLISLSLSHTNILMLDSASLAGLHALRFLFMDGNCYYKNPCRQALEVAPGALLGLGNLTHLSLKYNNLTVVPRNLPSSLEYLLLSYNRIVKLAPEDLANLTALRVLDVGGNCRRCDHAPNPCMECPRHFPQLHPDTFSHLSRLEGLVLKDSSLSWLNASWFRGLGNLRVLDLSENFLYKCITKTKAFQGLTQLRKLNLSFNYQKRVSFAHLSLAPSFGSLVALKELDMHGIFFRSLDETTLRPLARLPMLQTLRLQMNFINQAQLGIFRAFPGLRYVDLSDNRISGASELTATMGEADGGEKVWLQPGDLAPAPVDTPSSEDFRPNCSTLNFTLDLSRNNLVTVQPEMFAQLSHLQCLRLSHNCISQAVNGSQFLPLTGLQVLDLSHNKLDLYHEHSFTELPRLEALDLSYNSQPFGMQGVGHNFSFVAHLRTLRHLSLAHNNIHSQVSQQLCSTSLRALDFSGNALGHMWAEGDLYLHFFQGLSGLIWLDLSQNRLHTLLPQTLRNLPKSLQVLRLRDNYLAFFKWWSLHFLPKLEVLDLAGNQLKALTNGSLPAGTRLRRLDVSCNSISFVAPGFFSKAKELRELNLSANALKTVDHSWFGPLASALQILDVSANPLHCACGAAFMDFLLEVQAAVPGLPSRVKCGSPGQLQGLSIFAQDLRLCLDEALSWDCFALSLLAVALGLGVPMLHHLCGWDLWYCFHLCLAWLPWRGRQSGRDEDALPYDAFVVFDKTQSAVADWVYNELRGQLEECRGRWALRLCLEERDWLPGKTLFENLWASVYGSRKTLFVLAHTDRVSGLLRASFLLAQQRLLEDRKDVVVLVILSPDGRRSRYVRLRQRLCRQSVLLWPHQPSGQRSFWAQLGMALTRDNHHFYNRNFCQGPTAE
ABHD5-PLIN5 inh: blocks binding of human ABHD5 to perilipin-5 | Q00G26+Q8WTS1 | Split G. princeps luciferase complementation, luminescence, 4 h | inhibition, % at 4 µM | 0.78% of 360,000 active;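 active = inhibition above the mean inhibition across every tested compound plus 3 SD, cut at about 22% in these data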;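 note: 0% = DMSO only wells and the 100% control is not disclosed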
Exocytosis inh: lytic granule exocytosis inhibition; 0.66% of 360,000 active; TALL-104 LAMP-1 surface exposure, flow cytometry; cells stimulated with thapsigargin and PMA; inhibition, % at 10 µM;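 active = inhibition above about 55%, limit read from the data; inconclusive = no clear call, values can overlap the other calls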
MC4R antag cAMP: human MC4R antagonism in cAMP assay | 0.48% of 360,000 active | AID 540295 | MC4R-expressing cells, MTII-stimulated cAMP, LANCE TR-FRET | inhibition, % at 6.5 µM | P32245;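 active = inhibition above its plate's cutoff, the mean of tested wells on that plate plus 3 SD, cut at about 29% in these data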;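 note: 0% = Melanotan II alone and 100% = Melanotan II plus saturating MCL0020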
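Assay system: human MC4R-expressing U2OS cells; reagent: Melanotan II stimulation of cells; dosing: 6.5 µM single dose; timing: compound 30 min, challenge 1 h, detection 1 h; signal: TR-FRET cAMP assay; replicates: one well per compound, no replicates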
MC4R barr agon: activates human MC4R beta-arrestin recruitment; P32245; U2OS MC4R beta-arrestin complementation, luminescence; percent of melanotan II response, DMSO zero; activation, % at 8.9 µM; 0.98% of 360,000 active; AID 540308;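 active = activation above a per-plate cutoff, the mean activation of sample wells on that plate plus 3 SD, cut at about 8% in these data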
Glyco luc inh: N-linked glycosylation inhibition; AID 588692; reporter increase, % at 12.5 µM; D54 ERlucT glycosylation luciferase reporter, 24 h; percent of 100 nM tunicamycin response; 0.23% of 360,000 active;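 active = mean luciferase reporter signal, scaled so untreated is 0 and the glycosylation-blocking control 100, at or above a set limit in every replicate; inconclusive = mean reaches the limit but not every replicate does; inactive = mean below the limit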;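 note: luciferase carries N-glycosylation sites so blocking glycosylation raises the light; 0% = median of neutral control wells and 100% = median of 100 nM tunicamycin wells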
Vif imaging: inhibitors of HIV Vif; HEK293T cells, Vif self-association by quenched fluorescence, imaging, 24 h; inhibition, % at 7.49 µM; 0.35% of 340,000 active; AID 602346; in the data active = inhibition above about 50%, passing the limit was not always enough; inconclusive = no clear call, values can overlap the other calls; inactive = below about 31%; note: some results filed as inactive read as strong as hits
ABCB6 inh MLPCN: inhibitors of human ABC transporter ABCB6. Q9NP58. K562-ABCB6 porphyrin accumulation, flow cytometry, 1 h; stronger effect = lower value. fluorescence ratio to DMSO, % at 10 µM. 0.19% of 360,000 active. AID 602162;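 active = fluorescence ratio to DMSO below 75%, the collection mean minus 3 SD; inconclusive = too few cells collected in the well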;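 note: signal is porphyrin accumulated inside mitochondria; 100% equals median channel fluorescence of DMSO control wells; lower ratio means ABCB6 inhibition with less porphyrin fluorescence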
* marks the source's active call; other numbers are inactive results; ? = inconclusive; . = no result given; & = joins results of further samples.

aDG glyco up | NOD2 RIPK2 PPI | TLR9-MyD88 block | ABHD5-PLIN5 inh | mol | Exocytosis inh | MC4R antag cAMP | MC4R barr agon | Glyco luc inh | Vif imaging | ABCB6 inh MLPCN
0.0 | -5 | -10 | 0 | COc1ccc(OC)c(-n2c(SCC(N)=O)nnc2-c2c[nH]c3ccccc23)c1 | 0 | 0 | 0.4 | 2 | . | 94
-0.1 | 1 | 3 | 2 | CC(C)CN(C(=O)CN(C)C(=O)Cc1ccccc1Cl)c1c(N)n(CC(C)C)c(=O)[nH]c1=O | 1 | 0 | -0.9 | -1 | -7 | 97
0.2 | -6 | -12 | 7 | COc1ccc(NC(=O)C/C(C)=N/NC(=O)CCc2ccccc2)c(OC)c1 | 10 | 1 | 0.9 | 2 | 3 | 98
2.7 | -1 | 13 | 2 | CC1Cn2c(nc3sc4c(c3c2=O)CC(C)(C)OC4)N1CCO (configuration not stated) | 0 | 4 | 0.1 | 0 | -1 | 98
0.0 | 1 | 8 | 2 | CN(c1cccc(NC(=O)CSc2ccc(Cl)cc2)c1)S(C)(=O)=O | -2 | 2 | -1.3 | 1 | -16 | 96
-0.3 | -9 | -3 | 8 | CCOC(=O)c1c(C)c(C(=O)NCCCN2CCCC2=O)c(C)n1CC | -3 | -3 | -0.1 | -1 | ? | 110
-0.2 | 5 | -9 | -4 | Cc1ccc(CSc2nnc(-c3ccccc3N)c(=O)[nH]2)cc1 | -2 | -2 | -1.6 | 2 | . | 94
-0.1 | 11 | -2 | 9 | CC(=O)/C(N=Nc1ccc(OC(F)(F)F)cc1)=C(\C)O | -5 | 9 | 0.5 | 1 | 5 | 97
-0.1 | -5 | -2 | -2 | COc1cccc(NC(=O)NNC(=O)CN2C(=O)COc3ccccc32)c1 | 25 | 1 | 0.9 | 0 | -12 | 90
-0.1 | -10 | -6 | -5 | COc1ccccc1C(=O)C(=O)c1ccccc1OC | 0 | 6 | -1.2 | 2 | -1 | 102
-0.2 | -2 | 0 | -7 | CCSc1nnc(NC(=O)CSc2c(Cl)cccc2Cl)s1 | 0 | 9 | 0.6 | -1 | -4 | 94
0.0 | 2 | -3 | 5 | COc1ccc(CC(=O)NNS(=O)(=O)c2cccc([N+](=O)[O-])c2)cc1OC | -3 | 16 | -0.3 | 1 | 7 | 96
0.0 | 4 | 2 | -1 | COc1cccc(OC)c1Oc1ccc(C(F)(F)F)cn1 | 5 | 9 | -0.5 | -1 | 13 | 103
-0.1 | 11 | 7 | 0 | CCN(CC)C(=O)C(Cc1ccccc1)N1C(=O)c2ccccc2C1=O (configuration not stated) | 5 | 2 | -2.4 | -1 | -20 | 104
0.0 | -2 | -2 | 6 | Cc1ccc(S(=O)(=O)N/N=C(\c2ccccc2)C2CC2)cc1 | 0 | 26 | 0.8 | 2 | -3 | 102
0.0 | -4 | -4 | -1 | NC(=O)c1ccc(N2CCCCC2)c(N2C(=O)CCC2=O)c1 | 0 | 8 | 0.1 | 3 | -3 | 117
0.3 | -14 | -6 | -8 | COc1ccc(OC)c(NC(=O)CC2SC(=Nc3ccc(F)cc3)N(CCC3=CCCCC3)C2=O)c1 (configuration not stated) | -2 | 0 | 2.7 | -3 | 3 | 96
0.2 | -6 | -2 | 0 | CC12CCC(=O)N1C(C(=O)N1CCN(c3ccc(C(F)(F)F)cc3[N+](=O)[O-])CC1)CS2 (configuration not stated) | 8 | -2 | -1.0 | -2 | -6 | 98
0.0 | -63 | -2 | 1 | CCCC1(C(=O)OC)NC(c2ccc(OC)c(OC)c2)C2C(=O)N(c3cccc(C(C)=O)c3)C(=O)C21 (configuration not stated) | -22 | 5 | 0.0 | 1 | 4 | 100
-0.1 | 5 | . | 8 | CCN(CC)c1ncnc2c1ncn2[C@H]1CN(Cc2ccc(OC)cc2)C[C@@H](CO)O1 | -1 | 11 | -1.5 | 1 | 3 | 99
-0.2 | -2 | 4 | 2 | Cc1ccc(S(=O)(=O)NCC(=O)NC2CCCCCC2)cc1 | 3 | 9 | -0.5 | -2 | -4 | 101
0.0 | -12 | 0 | 0 | CC(=O)N1CCc2cc(S(=O)(=O)NC(C(=O)Nc3ccc4c(c3)OCCO4)C(C)C)ccc21 (configuration not stated) | -3 | 2 | -1.0 | -1 | -6 | 83
0.1 | 6 | . | 5 | CC1(C(=O)Nc2ccc3c(c2)OCCO3)CCN1Cc1csc2ccccc12 (configuration not stated) | 7 | 6 | 5.4 | -2 | -18 | 92
0.2 | -3 | -1 | 6 | COCCCNC(=O)c1ccc(S(=O)(=O)c2ccc(Cl)cc2)c(NC(C)=O)c1 | 0 | -3 | -0.4 | -1 | -5 | 97
0.2 | -1 | 1 | -2 | COc1cccc(C(=O)N2CCN(C(=O)c3ccc(-c4ccccc4)cc3)CC2)c1OC | -1 | 24 | -2.3 | 0 | 6 | 101
0.2 | -2 | -1 | 4 | CC(C)CN(C(=O)COC(=O)CCc1nc2ccccc2s1)c1c(N)n(Cc2ccccc2)c(=O)[nH]c1=O | -1 | 2 | -2.4 | -2 | 4 | 92
0.7 | -8 | -3 | 5 | NS(=O)(=O)c1ccc(CCNC(=O)CN2C(=O)COc3ccc(S(=O)(=O)N4CCCC4)cc32)cc1 | -14 | 6 | 1.1 | -1 | -2 | 103
-0.2 | -11 | 11 | -7 | CCCCNC(=O)Nc1nnc(-c2ccc(OCC)cc2)o1 | 2 | 5 | 2.0 | 0 | 0 | 90
-0.1 | -19 | 2 | -1 | Cn1nnnc1SCCNC/C=C/c1ccccc1 | -14 | 0 | -1.5 | 0 | 4 | 100
-0.1 | 0 | -9 | 7 | O=C(NCC(c1ccco1)N1CCOCC1)c1ccc(C(F)(F)F)cc1 (configuration not stated) | 5 | 4 | -3.2 | 2 | 8 | 99
0.0 | -3 | 3 | 7 | CCn1nc([N+](=O)[O-])c(C(C#N)c2nc3ccccc3n2C)c(Cl)c1=O (configuration not stated) | 28 | 5 | -2.2 | -1 | -4 | 102
0.0 | -16 | 1 | -3 | CC(=O)c1cccc(NC(=S)NNC(=O)c2ccc(C)c([N+](=O)[O-])c2)c1 | -1 | -2 | -0.3 | -2 | -6 | 93
0.6 | -2 | -1 | 0 | CC(=O)Nc1ccc(S(=O)(=O)N2CCN(CC3CC4C=CC3C4)CC2)cc1 (configuration not stated) | 3 | -4 | -3.3 | -2 | -9 | 93
0.0 | 2 | . | 7 | CCCCCCCCN1C(=O)[C@H](CC(=O)NCc2ccccc2)C[C@@]2(C(=O)OCC)CCCC=C12 | 12 | . | . | . | . | 100
-0.1 | 9 | 7 | 12 | COc1ccc(OC)c(NC(=O)CSc2nnc(NC(=O)c3ccco3)s2)c1 | -4 | -3 | 0.4 | 1 | -5 | 103
-0.1 | 2 | -11 | 2 | O=C(CN1C(=O)C2C3CC(C(Br)C3Br)C2C1=O)Nc1ccc(C(=O)O)cc1 (configuration not stated) | -3 | 13 | -3.8 | 0 | 9 | 101
0.0 | 3 | -11 | -1 | CCOCCCNC(=O)C1CCN(Cc2cccc(OCc3ccccc3)c2)CC1 | 13 | 3 | -0.1 | -2 | 16 | 100
-0.5 | 4 | 4 | 1 | O=C1NC2(CCCCC2)C(=O)N1/N=C/c1ccc(O)cc1O | 3 | 9 | -0.7 | 2 | 4 | 95
-0.2 | 2 | -1 | -9 | COc1cccc(C(=O)NCCS(=O)(=O)N2CCCC(C)C2)c1 (configuration not stated) | -4 | -6 | -1.2 | 0 | 22 | 99
0.1 | 14 | 5 | -2 | CC(C)(C)c1nnc(NC(=O)C2c3ccccc3Oc3ccccc32)s1 | ? | 13 | 5.8 | -1 | -9 | 99
-0.2 | 6 | -7 | -6 | CC(=O)Nc1sc2c(c1C(c1ccc(F)cc1)N1CCOCC1)CCCC2 (configuration not stated) | 5 | 29* | 2.1 | 3 | . | 113
1.0 | -15 | -6 | 19 | O=S(=O)(Cc1ccccc1)c1cnc2ccccc2n1 | 0 | 8 | -2.5 | -7 | 5 | 108
0.0 | 12 | 3 | -5 | Cc1ccc(Nc2nc(C(=O)NCC3CCCO3)cs2)cc1 (configuration not stated) | -1 | -1 | -0.3 | 0 | -13 | 98
-0.1 | 0 | 3 | 0 | Cc1c(NC(=O)CSc2nnnn2-c2ccc(O)cc2)c(=O)n(-c2ccccc2)n1C | 2 | -3 | -0.4 | 0 | -5 | 100
0.3 | -5 | 0 | 12 | COc1ccccc1N1CCN(C(=O)C(=O)c2cn(CC(=O)N3CCOCC3)c3ccccc23)CC1 | -27 | 3 | 1.9 | 0 | 1 | 86
0.0 | -8 | . | -2 | Cn1c(=O)c2cc(NC(=O)Nc3ccccc3)ccc2n1Cc1ccccc1 | 13 | -9 | -0.7 | -3 | 0 | 95
-0.1 | 1 | 4 | -7 | COc1ccc(-c2ccc(-c3nnn(CC(=O)N4CCOCC4)n3)cc2)cc1 | 0 | 0 | 1.6 | -4 | -9 | 90
-0.2 | 4 | -11 | -5 | COC(=O)c1cc(Nc2cc(C)c3c(O)cccc3n2)cc(C(=O)OC)c1 | 34 | 12 | 12* | -4 | -4 | 89
0.9 | -5 | -2 | -3 | CCOC(=O)Cc1c(C)nc2c(-c3ccc(Cl)cc3)c(C)nn2c1C | -3 | 10 | 1.7 | -7 | -3 | 99
0.1 | 3 | 5 | 8 | COc1cc(CN2CCCC(C(=O)Nc3ccccc3Oc3cccnc3)C2)ccc1F (configuration not stated) | 47 | 5 | -0.5 | 0 | -8 | 100

Entries above that bear a hit mark in MC4R barr agon:
aDG glyco up | NOD2 RIPK2 PPI | TLR9-MyD88 block | ABHD5-PLIN5 inh | mol | Exocytosis inh | MC4R antag cAMP | MC4R barr agon | Glyco luc inh | Vif imaging | ABCB6 inh MLPCN
-0.2 | 4 | -11 | -5 | COC(=O)c1cc(Nc2cc(C)c3c(O)cccc3n2)cc(C(=O)OC)c1 | 34 | 12 | 12* | -4 | -4 | 89

The listing continues.
aDG glyco up | NOD2 RIPK2 PPI | TLR9-MyD88 block | ABHD5-PLIN5 inh | mol | Exocytosis inh | MC4R antag cAMP | MC4R barr agon | Glyco luc inh | Vif imaging | ABCB6 inh MLPCN
0.0 | 10 | 7 | -8 | Cc1ccc(-c2noc(CN(C)C(=O)c3ccc(Br)o3)n2)cc1 | -6 | 13 | -2.8 | 1 | 3 | 98
0.2 | -12 | -5 | 6 | O=C(O)CSCC(=O)N1CCN(Cc2ccc3c(c2)OCO3)CC1 | 2 | 18 | 0.4 | 0 | 2 | 98
0.0&0.3 | -11&-24 | -7&-10 | 1&12 | NCCc1cnc[nH]1 | -1&-2 | -4&-6 | -1.6&2.1 | 0&6 | ? | 99&108
0.0 | -8 | -4 | 11 | COc1ccc(NS(=O)(=O)c2c(C)n(C)c(=O)n(C)c2=O)cc1OC | 18 | 12 | 0.7 | 3 | 11 | 92
0.2 | -9 | 4 | 1 | Cc1ccc(CNC(=O)CCn2cc(-c3ccc(F)cc3)nc2-c2ccncc2)cc1 | -15 | 2 | -0.7 | -2 | -5 | 101

An excerpt. The share of hits here may be higher or lower than overall.
